# Pf gametocyte: kills late stage P. falciparum gametocytes | AID 743093 | P. falciparum stage V gametocytes, ATP luminescence, 24 h | inhibition, % at 10.9 µM | 0.065% of 150,000 active;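 active = inhibition above the mean plus 3 SD of compounds within the control limits, set per campaign, cut at about 38% in these data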;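 note: 0% = DMSO wells and 100% = medium only without gametocytes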
# GSH fluor: compound fluoresces at 488/530 nm on GSH beads. fluorescence (KMESF) at 10 µM. GSH beads flow cytometry, compound fluorescence 488/530 nm; active compounds read high. 0.25% of 190,000 active; in the data active = fluorescence above about 89;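 note: glutathione beads carrying GST-tagged Bcl family fusion proteins plus one bare bead set; values are compound well signal with DMSO vehicle wells as background; inactives centre near 16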
# Cdc42 wt GTP: changes GTP binding to wildtype human Cdc42; P60953; GST-Cdc42 beads, Bodipy-GTP binding, flow cytometry; actives lie on both sides; percent activity (GTP binding), % at 10 µM; 0.2% of 190,000 active;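 active = percent activity GTP binding at least 20 points away from the 100% baseline, either down as inhibitor or up as activator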;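 note: median bead fluorescence of bound Bodipy-FL-GTP at 100 nM; 0% = excess unlabeled GTP control and 100% = no compound control; below 100% means less GTP binding so inhibitor and above means activator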
# Target sequence (P60953 whole entry, looked up): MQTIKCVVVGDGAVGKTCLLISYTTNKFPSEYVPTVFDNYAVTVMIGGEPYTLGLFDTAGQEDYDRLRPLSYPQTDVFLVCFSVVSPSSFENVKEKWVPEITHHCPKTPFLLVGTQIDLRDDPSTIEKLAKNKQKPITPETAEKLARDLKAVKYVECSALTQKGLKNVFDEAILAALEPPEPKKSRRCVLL
# Avidin bead fluor: avidin bead compound fluorescence profile; Avidin beads, compound fluorescence 488/530 nm, flow cytometry; active compounds read high; fluorescence (KMESF) at 10 µM; 0.38% of 220,000 active; AID 1775; in the data active = fluorescence above about 47; note: inactives centre near 10
# Rab7 wt GTP bind: modulators of GTP binding to dog Rab7 wildtype GTPase. GTP binding activity (percent of control), % at 10 µM. GST-Rab7 beads, fluorescent GTP binding, flow cytometry; actives lie on both sides; untreated = 100%, excess cold GTP = 0%. 0.055% of 190,000 active. AID 758;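 active = fluorescent GTP binding to Rab7 beads changed by at least 20 points from the 100% baseline, either direction, mostly lower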;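 note: median green fluorescence of bound Bodipy-FL-GTP per Rab7 bead population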
# ABCB1 block: human ABCB1 inhibition, ABCG2 as counter-screen; CCRF-Adr cells, JC-1 efflux, flow cytometry; AID 1326; inhibition, % at 6.6 µM; P08183; 0.067% of 190,000 active; in the data active = inhibition above about 40%;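 note: 0% = vehicle and 100% = reference inhibitor; higher value means more JC-1 retained so stronger ABCB1 efflux block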
# Rab2A wt mod: changes GTP binding to wildtype dog Rab2A, up or down; P61105; GST-Rab2 wt beads, Bodipy-GTP binding, flow cytometry; GTP binding activity, % at 10 µM; 0.19% of 190,000 active; AID 760;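 active = GTP binding activity at least 20 points away from 100%, either lowered or raised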;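 note: 0% = beads with excess unlabeled GTP and 100% = no-compound control corrected for plate trend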
# HRas wt GTP bind: changes GTP binding to wildtype human HRas | GST-Ras wt beads, Bodipy-FL-GTP binding, flow cytometry; actives lie on both sides | GTP binding activity, % at 10 µM | 0.14% of 190,000 active | AID 759;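 active = GTP binding activity at least 20% away from the 100% baseline, either lowered as inhibitor or raised as activator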;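 note: 0% = unlabeled GTP competition control and 100% = no-compound control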
# Target sequence (P01112 whole entry, looked up): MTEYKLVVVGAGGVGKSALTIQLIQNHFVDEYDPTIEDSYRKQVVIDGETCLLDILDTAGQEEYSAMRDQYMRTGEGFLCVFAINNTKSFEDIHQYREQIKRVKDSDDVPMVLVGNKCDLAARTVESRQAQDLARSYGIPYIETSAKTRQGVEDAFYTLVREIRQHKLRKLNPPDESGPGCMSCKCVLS
# Rac1 wt GTP bind: modulators of human Rac1 wildtype GTP binding | AID 757 | GST-Rac1 beads, fluorescent GTP binding, flow cytometry; actives lie on both sides; 0 = cold GTP competed, 100 = untreated | 0.27% of 190,000 active | P63000 | GTP binding activity (% of control), % at 10 µM;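 active = GTP binding activity at least 20 points away from the 100% control level, either lower or higher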
# ABCG2 inh: inhibitors of human ABCG2 transporter, ABCB1 counter-screen; inhibition, % at 6.6 µM; 0.1% of 190,000 active; IgMXP3 cells, JC-1 efflux, flow cytometry; Q9UNQ0;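 active = inhibition above 80%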;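 note: 0% = DMSO and 100% = nicardipine control wells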
#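 Test system: IgMXP3 cells (ABCG2) mixed with DDAO far-red-labelled CCRF-Adr cells (ABCB1). Reagent: JC-1 transporter substrate. Compound dosing: single test compound dose, 6.6 µM final. Times: 10 min compound exposure, 25 °C. Detection: flow cytometry of retained JC-1 fluorescence. Read-out basis: efflux inhibition in percent versus controls. Controls: nicardipine and DMSO wells.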
# Rac1 act GTP bind: modulators of GTP binding to human Rac1 activated mutant | P63000 | GST-Rac1 activated beads, fluorescent GTP binding, flow cytometry; actives lie on both sides; 100% means binding = to untreated wells | percent activity (GTP binding), % at 10 µM | 0.11% of 190,000 active;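 active = GTP binding at least 20 percentage points away from the 100% baseline, in either direction, so actives lie on both sides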
# The depositor's hits bear a star; x = no result given.
entry	Molecule	Pf gametocyte	GSH fluor	Cdc42 wt GTP	Avidin bead fluor	Rab7 wt GTP bind	ABCB1 block	Rab2A wt mod	HRas wt GTP bind	Rac1 wt GTP bind	ABCG2 inh	Rac1 act GTP bind
1	Cc1ccc(Cn2cnc3sc4c(c3c2=O)CCC4)c(C)c1	x	23	103	21	97	0.6	101	102	106	1	102
2	COc1cccc(OC)c1NC(=O)Cc1nn(C)c(=O)c2ccccc12	10	17	104	30	101	-0.3	102	102	106	0	99
3	Cc1c(CNCc2cccs2)c(C(=O)O)c(C)n1Cc1ccccc1	x	19	101	25	101	0.2	101	99	103	11	98
4	COc1ccccc1-c1nc(SCC(=O)NCC2CCCO2)c2c(=O)n(C)c(=O)n(C)c2n1 (stereo not given)	x	27	94	10	98	1.9	99	96	99	5	94
5	NC(=O)c1ccc[n+](CC(=O)OCCC23CC4CC(CC(C4)C2)C3)c1	x	10	95	9	94	0.6	95	94	93	4	96
6	COCCOC(=O)C1=C(C)NC(=O)NC1c1ccc(-c2cc(Cl)ccc2Cl)o1 (stereo not given)	-6	10	99	12	102	0.9	99	99	100	7	97
7	COc1ccccc1-c1nn2c(-c3ccco3)nnc2s1	x	16	95	2	92	-0.2	95	94	97	0	96
8	CCC1(CC)C(=O)NN(c2ccccc2)C1=O	x	24	106	22	96	0.5	102	104	106	1	101
9	CCN(CC)C(=S)SC1=CCS(=O)(=O)C1	3	26	98	10	96	-0.4	99	97	97	-6	95
10	CCOC(=O)C1CCN(C(=O)COc2ccc([N+](=O)[O-])cc2)CC1	-8	14	98	8	96	1.2	97	96	92	9	93
11	c1ccc2[nH]c(CSc3nc4ccccc4o3)nc2c1	x	27	96	13	93	0.4	95	94	97	5	92
12	CCCCn1ccnc1C(=O)c1cc(S(=O)(=O)N2CCOCC2)ccc1C	x	10	102	10	100	0.6	101	99	102	1	98
13	O=C(N/N=C/C(Br)=C\c1ccccc1)c1n[nH]c2c1CCC2	11	14	103	12	96	-0.4	99	103	105	-1	99
14	Cc1nn(-c2ccccc2Cl)c(Cl)c1/C=N/Nc1nc2ccccc2s1	x	4	99	13	103	0.5	100	101	102	0	101
15	CCc1c(C(=O)N2CCOCC2)csc1C	-8	38	104	8	102	0.4	104	102	104	1	101
16	COc1ccccc1-c1cc2nc(C)c(CCC(=O)NC(C)CCc3ccco3)c(C)n2n1 (stereo not given)	x	20	100	8	103	-1.2	101	100	99	2	95

# The list goes on; it opens with the six that closed the last part.
entry	Molecule	Pf gametocyte	GSH fluor	Cdc42 wt GTP	Avidin bead fluor	Rab7 wt GTP bind	ABCB1 block	Rab2A wt mod	HRas wt GTP bind	Rac1 wt GTP bind	ABCG2 inh	Rac1 act GTP bind
11	c1ccc2[nH]c(CSc3nc4ccccc4o3)nc2c1	x	27	96	13	93	0.4	95	94	97	5	92
12	CCCCn1ccnc1C(=O)c1cc(S(=O)(=O)N2CCOCC2)ccc1C	x	10	102	10	100	0.6	101	99	102	1	98
13	O=C(N/N=C/C(Br)=C\c1ccccc1)c1n[nH]c2c1CCC2	11	14	103	12	96	-0.4	99	103	105	-1	99
14	Cc1nn(-c2ccccc2Cl)c(Cl)c1/C=N/Nc1nc2ccccc2s1	x	4	99	13	103	0.5	100	101	102	0	101
15	CCc1c(C(=O)N2CCOCC2)csc1C	-8	38	104	8	102	0.4	104	102	104	1	101
16	COc1ccccc1-c1cc2nc(C)c(CCC(=O)NC(C)CCc3ccco3)c(C)n2n1 (stereo not given)	x	20	100	8	103	-1.2	101	100	99	2	95
17	C/C(CC(=O)Nc1ccc(N(C)C)cc1)=N\NC(=O)c1ccncc1	-13	11	96	13	101	-0.5	97	96	96	-1	94
18	O=C(O)C1Cc2ccccc2CN1S(=O)(=O)/C=C/c1ccccc1 (stereo not given)	8	63	90	25	102	-0.5	95	94	97	-1	88
19	CCCOc1ccc(-c2nc(C#N)c(N3CCC(C(N)=O)CC3)o2)cc1	x	15	102	36	102	0.1	100	101	102	1	99
20	CC(C)(C)NC(=O)C(c1ccco1)N(Cc1ccc(F)cc1)C(=O)c1snc(C(N)=O)c1N (stereo not given)	-3	13	100	37	100	1.9	100	100	97	2	96
21	C=CCOc1c(Br)cc(/C=N/Nc2ccc(C(=O)O)cc2)cc1OCC	13	2	94	2	96	-0.7	94	94	92	-2	96
22	Cc1cc(/C=C2\Cc3ccccc3C2=O)c(C)n1-c1ccccc1	-21	14	99	1	98	1.0	99	100	100	-1	101
23	Cc1ccc(OCC(=O)Nc2c[nH]c(=O)[nH]c2=O)cc1C	x	15	100	22	97	0.0	97	98	101	1	97
24	CCC(=O)Nc1ccc(C(=O)c2ccccc2)cc1	x	49	104	4	102	0.0	103	103	108	0	102
25	Cc1cccc(C)c1NC(=O)NN(C(=O)c1ccccc1)C(C)(C)C	15	11	101	15	95	1.4	100	99	103	16	101
26	Nc1ccc2c(c1)COC2=O	-13	16	93	9	94	0.2	94	96	97	2	95
27	Clc1ccc(C2=CC(c3ccco3)n3ncnc3N2)cc1 (stereo not given)	x	27	101	18	98	0.4	98	100	99	4	97
28	C=CCNC(=O)/C(C#N)=C/c1cn(-c2ccccc2)nc1-c1cccs1	6	9	102	6	99	1.2	99	101	104	14	101
29	CC1=CC(=C2C(=O)c3ccccc3C2=O)C=C(C)N1Cc1ccco1	9	14	103	38	102	1.6	99	102	104	0	99
30	O=c1[nH]c2ccccc2n1C1CCCCC1	x	45	102	11	100	-0.5	100	100	107	1	100
31	C=CCSC1=N/C(=C\c2cc(OC)c3c(c2)OCO3)C(=O)S1	x	21	97	12	96	-0.2	96	95	95	2	96
32	O=C(C1=C[C@H](c2ccccc2)C[C@H](OCCCCO)O1)N1CCN(Cc2ccccc2)CC1	x	17	97	5	94	1.4	97	96	99	5	98
33	O=C(NCCCn1ccnc1)c1cn(Cc2ccc(F)cc2)nn1	x	38	99	12	96	1.7	95	96	96	6	96
34	CC1=Nc2ccccc2N=C(NC(=O)CSc2nnnn2-c2ccccc2)C1c1ccccc1 (stereo not given)	3	10	105	8	101	0.4	101	103	104	1	100
35	Cc1nc2ccc(NC(=O)c3nn(CC(C)C)c(=O)c4ccccc34)cc2s1	9	8	91	6	96	5.1	92	92	99	28	96
36	O=C(O/N=C1/CCSc2ccccc21)c1ccc(F)cc1	x	19	104	9	98	0.6	104	105	103	5	101
37	COc1c(F)c(F)c(C(=O)O)c(Nc2ccc(C)cc2)c1F	x	57	96	24	100	0.2	98	99	97	0	93
38	COc1ccc(C)c(Cn2c(-c3nonc3N)nc3ccccc32)c1	4	27	100	40	103	0.2	100	101	100	1	99
39	Cc1ccc(S(=O)(=O)N2CCN(C(=S)NCc3ccc4c(c3)OCO4)CC2)cc1	-12	77	91	11	101	0.2	98	97	97	0	96
40	COc1ccc(CCNC(=O)CCc2ccc(S(=O)(=O)NC(C)C)cc2)cc1	12	23	105	11	96	2.4	99	98	102	11	97
41	CCCCOc1cccc(C(=O)Nc2ccc(N3CCN(CC)CC3)cc2)c1	-2	55	91	5	91	0.4	93	94	100	3	93
42	CCn1c(SCC(=O)C(C)(C)C)nnc1-c1cccnc1	3	35	93	8	89	0.1	89	91	88	1	89
43	Fc1ccc(Nc2ccc3ccccc3n2)c(F)c1	-11	12	95	12	103	1.0	98	98	101	11	97
44	CCN(CCCNC(=O)C1CCC(=O)N1Cc1ccc(F)cc1)c1cccc(C)c1 (stereo not given)	x	5	98	18	97	0.7	98	99	98	2	98
45	Cc1ccc2c(c1)C1CN(C)CCC1N2C(=O)c1cccc(S(=O)(=O)N(C)C)c1 (stereo not given)	-1	17	94	13	105	1.8	97	97	100	14	95
46	NS(=O)(=O)c1ccc(CCNC(=O)CSc2ncnc3ccccc23)cc1	x	13	96	11	103	0.8	99	97	99	5	95
47	COc1cccc(NC(=O)c2ccc(CN3CCN(c4ccccc4)CC3)cc2)c1	-25	16	99	8	104	0.3	100	100	98	0	96
48	O=C(/C=C/c1ccc(N2CCCCC2)c([N+](=O)[O-])c1)c1ccc(O)cc1	11	7	91	9	93	-1.0	94	91	92	-4	92
49	CC1(c2ccc3c(c2)OCO3)NC(=O)N(CC(=O)NCCC2=CCCCC2)C1=O (stereo not given)	-3	6	99	17	96	0.5	97	98	97	1	97
50	CN1CCN(C(=S)c2ccc([N+](=O)[O-])cc2)CC1	-11	17	102	8	97	-0.6	99	97	101	-3	97
51	O=c1cc(-c2ccccc2Cl)oc2c(Br)ccc(O)c12	x	x	93	6	98	1.1	92	91	94	19	91
52	CCOC(=O)CN(C(=O)CNC(=O)c1ccco1)C(C(=O)NC1CCCCC1)c1cccs1 (stereo not given)	x	18	98	25	96	0.1	96	98	102	0	94
53	CCn1cc(C(=O)O)c(=O)c2cc(OC)ccc21	13	10	97	9	99	0.6	98	98	98	7	96
54	O=C(Nc1ccc(Cl)cc1)C1=Cc2ccccc2OC1	x	9	98	12	92	0.1	94	98	97	2	99
55	O=C(CCSc1nnc(-c2ccncc2)o1)Nc1ccc(Cl)cc1	-3	31	100	8	94	-0.3	98	97	102	27	98
56	CCCS(=O)(=O)c1c(S(=O)(=O)CCC)c2ccc(C(N)=O)cn2c1C(=O)c1ccc(OC)cc1	-17	12	96	20	96	0.2	97	96	99	2	95
57	N#Cc1ccc(-c2ccccc2)nc1SCC(=O)c1cccc(Cl)c1	x	16	99	25	96	0.1	98	97	101	1	98
58	CN(C)CCNC(=O)c1ccc(COc2ccc(Cl)cc2Cl)cc1	3	13	104	29	101	0.3	100	101	102	1	102

# From PubChem
